Tb PFK inh = blocks T. brucei phosphofructokinase; Potency, µM (top dose mostly 57.5 µM), without a hit: at the highest dose activity, negative = inhibition, actives largely listed as inhibitors; 330,000 tested, 0.17% active; AID 485367; T. brucei PFK, ADP-Glo luminescence; O15648;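 note: potency is the fitted concentration of half-maximal effect; 0% = uninhibited 1x PFK enzyme wells and -100% = no-enzyme wells; nearly all actives have a fitted effect of over 60% in size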
Target sequence (O15648 whole entry, looked up): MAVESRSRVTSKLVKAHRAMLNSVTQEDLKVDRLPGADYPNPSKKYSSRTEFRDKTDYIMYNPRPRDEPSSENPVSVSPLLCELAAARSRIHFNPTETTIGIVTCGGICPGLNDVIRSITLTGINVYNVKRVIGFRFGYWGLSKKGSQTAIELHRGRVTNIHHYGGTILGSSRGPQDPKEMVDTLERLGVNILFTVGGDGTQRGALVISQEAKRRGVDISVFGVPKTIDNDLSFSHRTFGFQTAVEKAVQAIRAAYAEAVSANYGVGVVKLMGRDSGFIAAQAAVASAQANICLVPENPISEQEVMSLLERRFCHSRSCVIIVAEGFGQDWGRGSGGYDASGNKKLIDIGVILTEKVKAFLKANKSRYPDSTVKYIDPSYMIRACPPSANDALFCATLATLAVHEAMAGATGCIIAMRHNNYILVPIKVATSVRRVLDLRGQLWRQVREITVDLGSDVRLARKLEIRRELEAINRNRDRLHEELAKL
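ADP-Glo luminescence quantified ADP after 45 min at room temperature, with 1.25 nM T. brucei PFK, 0.1 mM ATP and 0.5 mM fructose-6-phosphate in pH 8.0 TEA buffer. qHTS titrations up to 57 µM; curves classified by quality.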
A-T KAP1 phos = candidate therapy for ataxia-telangiectasia; […] A-T fibroblasts, KAP-1 phosphorylation AlphaLISA; neocarzinostatin DNA damage 30 min before lysis; Potency, µM (titrated, usually from 57.5 µM), inactives show at the top dose activation, usual class: activators; 320,000 tested, 0.19% active; AID 485349; note: potency is the fitted concentration of half-maximal effect; % of control where 0% means no effect; nearly all actives have a fitted effect of over 45% in size
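ATM-like activity read as KAP-1 phosphorylation via AlphaLISA donor/acceptor antibody pairs after lysis and 6 hr at 25C. Cells were ATM-null patient fibroblasts ([…], hTERT), dosed 60 min, then exposed to the DSB inducer NCS for 30 min.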
PTAP TSG101 blk = blocks PTAP/TSG101 interaction to inhibit HIV-1 budding; Fluorescence polarization, FITC-PTAP peptide / Tsg101 binding; 340,000 tested, under 10 active; Potency, µM (doses to about 115 µM), inactives show top-dose activity change, negative = inhibition, usual class: inhibitors; active = well fitted inhibition curve with a large enough effect in the main read-out, with a control signal flat, not every such curve was filed as active; inconclusive = small, poorly fitted or top-dose-only effect, or effect the other way, or a change in a side signal; inactive = no such curve, though single readings can be large or run the other way; note: potency is the fitted concentration of half-maximal effect; % of control where 0% means no effect
Target sequence (Q99816 whole entry, looked up): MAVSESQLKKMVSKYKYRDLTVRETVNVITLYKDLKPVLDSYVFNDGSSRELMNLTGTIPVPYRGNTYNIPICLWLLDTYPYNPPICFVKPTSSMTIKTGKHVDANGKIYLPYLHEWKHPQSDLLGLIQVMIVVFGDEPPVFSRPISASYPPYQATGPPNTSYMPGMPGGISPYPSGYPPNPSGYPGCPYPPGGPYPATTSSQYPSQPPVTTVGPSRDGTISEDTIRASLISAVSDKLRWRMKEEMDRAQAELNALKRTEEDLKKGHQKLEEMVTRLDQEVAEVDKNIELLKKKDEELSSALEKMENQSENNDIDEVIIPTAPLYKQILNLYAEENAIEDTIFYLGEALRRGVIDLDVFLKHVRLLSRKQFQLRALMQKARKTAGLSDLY
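Tsg101 binding domain (10 uM final) was mixed with compound and a FITC-labeled PTAP peptide (50 nM final) in HEPES pH 7.5 buffer with NaCl, Tween 20, EDTA and TCEP; fluorescence polarization was read after 20 min at r.t.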
BCR signal inh = chronic active BCR signaling inhibition; ABC-DLBCL IkBa-CBG/CBR reporter, luminescence ratio, 4 h; Potency, µM (titrated, usually from 46.1 µM), for the others: at the top dose ratio change, negative = lower green/red ratio, actives largely listed as inhibitors; 340,000 tested, 0.05% active; AID 493014; active = well fitted inhibition curve with a large enough effect in the signal ratio, with a control signal flat, not every such curve was filed as active; inconclusive = small, poorly fitted or top-dose-only effect, or effect the other way, or a change in a side signal; the % refers to the signal ratio;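 note: potency is the fitted concentration of half-maximal effect; plate controls were basal doxycycline-induced cells for no effect and cells given 10 µM MG132 for full effect; MG132 reads +100%, hits lower the ratio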
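Compounds up to 46 uM were incubated four hours with TMD8 cells whose green CBG68 luciferase is fused to IkappaBalpha; red CBR luminescence normalised the signal, and concentration-effect curves were fitted to fusion, red and ratio data.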
Eya2 inh = blocks the phosphatase activity of human Eya2. O00167. recombinant Eya2, OMFP fluorescence dephosphorylation (OMFP is methylfluorescein phosphate). Potency, µM (doses to about 76.9 µM), for inactives: top-dose activity, negative = inhibition, hits mostly inhibitors. 330,000 tested, 0.006% active; note: potency is the fitted concentration of half-maximal effect; % is set by controls: 0 for no effect and ±100 for the full control effect
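Eya2 protein (added as 0.2 uM solution) was preincubated with compound for 10 min at ambient temperature in 50 mM HEPES pH 7.5, 50 mM NaCl, 5 uM MgCl2, 0.05% BSA, 1 mM DTT. OMFP (added at 50 uM) then reacted 10 min; fluorescence read at 485/525 nm.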
TSHR antagonist = blocks TSH signaling through the human TSH receptor; P16473; activity change, negative = inhibition, % at 11.5 µM; AID 504810; 330,000 tested, 0.2% active; TSHR-expressing cells, TSH-stimulated cAMP HTRF, 2 h; hits give low values;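 active = activity change below a set negative limit, meaning inhibition stronger than a set level, cut at about -70% in these data; inconclusive = activity change between two set negative limits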; note: % is set by controls: 0 for no effect and ±100 for the full control effect
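Freshly harvested TSHR cells receive pin-tooled compound, then EC80 TSH at 4nM final. After 2 hours at 37 deg C, antibody in lysis buffer and cAMP-d2 are added; 30 minutes at ambient temperature precede the HTRF read.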
TCR act = activators of T cell receptors; 330,000 tested, under 10 active; primary human leukocytes, anti-CD3, IL-2 HTRF, 48 h; Potency, µM (doses to about 9.22 µM), inactives show top-dose activation of IL-2 secretion, most hits filed as activators; note: % of control where 0% means no effect
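Primary human leukocytes were stimulated with a-CD3 beads plus compounds for 48 hr without co-stimulation; secreted IL-2 was quantified by HTRF using a-IL-2-K (europium cryptate) and a-IL-2-d2, excited at 320nm with acceptor emission read at 665nm.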
Mito fusion act = blocks mitochondrial division or promotes mitochondrial fusion. S. cerevisiae fusion-defective mutant growth rescue, CellTiterGlo 48 h. Potency, µM (highest dose often 46.1 µM), inactives show at the highest dose growth rescue (activation), hits mostly activators. 320,000 tested, 0.23% active. AID 485298;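 note: potency is the fitted concentration of half-maximal effect; % of control where 0% means no effect; nearly all actives have a fitted effect of over 45% in size; temperature-sensitive fusion mutants such as fzo1-1 at 37 °C on non-fermentable ethanol glycerol medium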
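Luminescent cell viability in 1536-well qHTS format served as the measure of rescued growth in ts fusion-mutant S. cerevisiae cultured on non-fermentable YPEG for 48 hours at 37C.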
Integrin act MD = integrin-mediated muscular dystrophy alleviation activation; Potency, µM (series often up to 38.3 µM), for inactives: at the top dose activation, usual class: activators; AID 624291; alpha7betagal myoblasts, beta-gal FDG fluorescence, 48 h; 350,000 tested, 0.064% active;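 note: potency is the fitted concentration of half-maximal effect; 100% = response of the positive control SU9516; nearly all actives have a fitted effect of over 60% in size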
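Alpha7betagal+/- myoblasts (passage 13) were plated 16-24 hr, then exposed to compounds (1:260 dilution of DMSO stock) for 48 hours at 37C. After MPER lysis, β-galactosidase reporter activity was read as FDG fluorescence (ex 480/em 540) after 30 minutes.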
S-ASM inh = blocks human secretory acid sphingomyelinase | P17405 | placental ASM, HMU-PC fluorogenic substrate, 60 min | Potency, µM (highest dose often 57.5 µM), for the others: top-dose activity change, negative = inhibition, usual class: inhibitors | 340,000 tested, 0.006% active; note: potency is the fitted concentration of half-maximal effect
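HMU-PC0 cleavage (9 uM final) by human placental ASM, 60 min at 37 °C following 10 min compound exposure at RT; stopped at pH 10, fluorescence Ex 386/Em 447 nm.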
ELG1 DNA repair = inhibitors of ELG1-dependent DNA repair in HEK293T cells. 330,000 tested, 2.3% active. HEK293T ELG1-luciferase reporter, luminescence, 16 h; DNA damage induced by 5-fluorouridine. Potency, µM (highest dose often 46.1 µM), inactives show at the highest dose activity change, negative = inhibition, usual class: inhibitors; note: potency is the fitted concentration of half-maximal effect; % is set by controls: 0 for no effect and ±100 for the full control effect; nearly all actives have a fitted effect of over 55% in size
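In this reporter screen, reduction of luminescence relative to DMSO vehicle indicated activity. Compounds and 5-fluorouridine were added together to 2,000 cells per well, incubated for 16 hr at 37 °C, then developed with ONE-Glo.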
* = called active by the depositor; ? = inconclusive; nt = no result given; [ ] = another dose, or the depositor's remark. Unless noted, calls come from the whole dose curve; as a rule, active = well fitted curve in the direction sought with a large enough effect; inconclusive = small, poorly fitted or top-dose-only effect, or another doubt; inactive = no such curve, though single readings can be large; an effect the other way counts as inactive or inconclusive.

SMILES | Tb PFK inh | A-T KAP1 phos | PTAP TSG101 blk | BCR signal inh | Eya2 inh | TSHR antagonist | TCR act | Mito fusion act | Integrin act MD | S-ASM inh | ELG1 DNA repair
CCCCCC(=O)Nc1ccc(N2CCOCC2)c(S(=O)(=O)Nc2ccc(OC)cc2)c1 | 0% | 1% | -1% | -3% | -39% | -8 | -160% | 8% | 4% | -12% | -5%
CC(CCN1CCN(c2ccccc2)CC1)c1ccccc1 (centres undefined) | -2% | 2% | -8% | 2% | -15% | 8 | 3% | 0% | 7% | -1% | -21%
COc1ccccc1NC(=O)Cn1c(=O)oc2ccccc21 | -8% | 2% | -3% | ? | 21% | -7 | 2% | 2% | -8% | -2% | -2%
CCOC(=O)CN1C(=O)CCSc2ccc(Cl)cc21 | 0% | -1% | -1% | ? | 5% | -7 | -2% | -1% | ? | 4% | 12%
CCOCCCNC(=O)c1cn(CC(C)C)c(=O)c2cc(OC)c(OC)cc12 | -8% | 2% | 2% | -1% | 6% | -6 | 1% | -7% | 5% | 0% | 1%
Cc1nn(-c2ccccc2)c(Cl)c1/C=N/NC(=O)c1ccccc1NS(=O)(=O)c1cccs1 | -1% | 2% | -2% | ? | -1% | -32 | 2%[46.1 µM] | 0% | 26% | 0% | 2%
Cc1ccc(S(=O)(=O)N2CCOC23CCN(C(=O)c2ccccc2Br)CC3)cc1 | 0% | 2% | -4% | 0% | -4% | -11 | -3% | -13% | 10% | 3% | 2%
O=C(N/N=C/c1cc(Br)cs1)c1ccc2c(c1)OCCO2 | -1% | 0% | -1% | ? | -6% | -7 | 3% | -5% | -3% | -2% | ?
O=C(Nc1c(C(=O)O)oc2ccc(Br)cc12)c1ccccc1 | 5% | 13% | -7% | ? | 5% | -14 | 1% | -4% | -14% | 27% | 29%
CC(C)N(C(=O)[C@H]1C[C@H](CC(=O)NCc2cccc(C(F)(F)F)c2)C(=O)N2CCc3c([nH]c4ccc(Cl)cc34)[C@]12C)C(C)C | -3% | 14% | ? | ? | 9% | -4 | -4%[46.1 µM] | nt | -4% | ? | ?
COC(=O)c1sc(NC(=O)c2c(-c3ccccc3)noc2C)nc1C | 3% | -4% | -3% | 5% | -6% | -12 | 3% | 3% | 35% | -7% | -6%
Cc1cc(NC(=O)CN2CCCCCCC2)no1 | 0% | 10% | -8% | 7% | 9% | 0 | nt | -5% | 1% | 6% | 0%
N#Cc1cnc(NN)nc1 | ? | -4% | 0% | -1% | -5% | 4 | 5% | -3% | -6% | 4% | 15%
O=C(NC12CC3CC(CC(C3)C1)C2)N1CCN(c2ccccc2)CC1 | -3% | 2% | -1% | 0% | 5% | -7 | 12% | 1% | 4% | -2% | -2%
Cc1cccc(Nc2cc(C)c3c(O)cccc3n2)c1C | 4% | 2% | -3% | -3% | -13% | -1 | 3% | 19% | -31% | 3% | -10%
COc1ccc(OCC(=O)NCCc2c[nH]c3ccccc23)cc1 | -4% | 1% | 0% | 2% | -4% | 4 | nt | 15% | 4% | -2% | 0%
CCc1ccccc1NC(=O)CSc1nnc(-c2ccncc2)o1 | -2% | 3% | -7% | -10% | -15% | -3 | 5% | 0% | 28% | 3% | -9%
COc1ccc(NC(=O)C2=CC(c3ccc(OC)cc3)=NS(=O)(=O)N2C)cc1 | 3% | -6% | 1% | 12% | -3% | -2 | 0% | 0% | -18% | -19% | -12%
COc1ccc(/C=C/C(=O)NC2CCS(=O)(=O)C2)cc1 (centres undefined) | 2% | 15% | -2% | ? | 12% | -6 | -2% | -2% | 0% | -1% | 24%
CC(=O)c1c(C(C)=O)c(C)n(-c2ccc3ncccc3c2)c1C | 0% | 1%[11.5 µM] | -2% | -12% | 0% | 7 | -2% | 4% | 2% | 2% | -14%
CC1(C)Cc2c(c(N3CCOCC3)nc3sc(C(N)=O)c(N)c23)CO1 | 0% | 22µM* | -1% | -25% | -11% | 5 | 0% | 0% | -17% | nt | 5.2µM*
OCCN1CCN(c2nnc(-c3ccccc3)c3ccccc23)CC1 | 4% | -4% | -6% | -3% | -11% | -10 | -1% | -1% | 42% | 4% | -4%
CCCc1cc(C(=O)Nc2ccc(C(=O)c3ccc(C)cc3)cc2)n(C)n1 | 0% | 6% | 0% | ? | -15% | -22 | 5% | 18% | 24% | -8% | ?
COc1ccccc1-n1cnnc1SCC(=O)c1ccc[nH]1 | 4% | -1% | -1% | ? | 11% | 3 | -5% | -2% | 5% | 2% | 23%
Cc1cccc([C@@H]2C[C@H]3CN(Cc4cccc(Cl)c4)C(=O)[C@]34CCCN24)n1 | -3% | 8% | -2% | -2% | 9% | 1 | -162% | 4% | 4% | 2% | 4%
O=c1ccc2c(-c3ccccc3)c3ccc(O)cc3oc-2c1 | 12µM* | ? | nt | -3% | ? | 34 | -2% | -4% | -277%[inhibitor] | 19% | 14%
COc1ccc2c(c1)cc(C(=O)N/N=C/c1c(O)c(C(=O)O)cc3ccccc13)n2C | -11% | 2% | 10% | 1% | ? | -5 | -4% | -4% | 14% | -15% | 14%
Cc1nonc1NC(=O)c1oc2ccc(F)cc2c1C | 0% | 2% | -4% | ? | 2% | -2 | 4% | 1% | ? | 0% | ?
Cc1ccc(C(=O)n2nc(C#N)c(C#N)c2N)cc1 | 0% | 18% | -4% | 8% | 14% | 14 | -4% | -1% | 5% | 1% | -6%
CC(OC(=O)c1cc(S(=O)(=O)N2CCOCC2)ccc1F)C(=O)NC1CCCCC1C (centres undefined) | 13% | 6% | -3% | 8% | -13% | 6 | -5% | 1% | -13% | nt | 3%
Cc1ccc2nsnc2c1NC(=O)COc1ccccc1F | 1% | -5% | -1% | ? | 1% | 0 | 0% | 7% | 17% | 0% | -4%
COc1ccc(NC(=O)NC(c2ccccc2)c2ccccc2)c(OC)c1 | 1% | 0% | 1% | -14% | 0% | 9 | -3% | -1% | 15% | -1% | 6%
Cc1cc(-c2nnc(SCC(=O)Nc3ccccc3C(F)(F)F)n2N)n[nH]1 | 2% | -1% | -2% | -1% | 7% | -2 | -3% | 2% | 16% | 4% | -1%
COc1ccc(CNC(=O)CN(C(=O)c2csnn2)c2ccc(F)cc2)cc1 | 0% | 36% | -3% | -1% | 10% | -15 | -1% | 4% | -16% | -1% | 3%
Cc1ccc(Nc2nnc(SCC(=O)Nc3ncc(C(F)(F)F)cc3Cl)s2)cc1 | 7% | 1% | -2% | 2% | 4% | -9 | 2%[46.1 µM] | 0% | 1% | -4% | 18%
COc1ccc(NC(=O)C(CC(=O)O)Cc2ccc(Br)cc2)cc1 (centres undefined) | 1% | -2% | -1% | 4% | -2% | -12 | -2% | 3% | 25% | 2% | 3%
O=C(Nc1nnc(C2=COCCO2)o1)c1ccc([N+](=O)[O-])s1 | 0% | -1% | 0% | 0% | -1% | -22 | 1% | 5% | -15% | 1% | -9%
N#CC(C#N)=CNc1cccnc1 | -3% | -6% | 1% | -1% | 15% | 1 | 4% | 4% | -7% | 4% | -11%
NC(=O)COC(=O)CSc1ccc2ccccc2c1 | -8% | -9% | -3% | 13% | 16% | -11 | -6% | -7% | 21% | 7% | -1%
CC(Oc1ccc2c3c(c(=O)oc2c1)CCC3)C(=O)NC1CCN(Cc2ccccc2)CC1 (centres undefined) | 0% | 3% | -3% | -10% | -6% | 5 | -12% | 13% | -35% | 16% | 13%
CCc1ccc(C2C(C#N)=C(N)Oc3cc(N)ccc32)cc1 (centres undefined) | 2% | -30% | -3% | 9% | -3% | 2 | -6% | 10% | 20% | 21% | ?
O=C(Cc1ccc(Cl)cc1)NN1C(=O)c2ccccc2C1=O | -9% | 6% | -3% | 2% | 3% | -4 | -5%[46.1 µM] | -1% | -15% | 1% | -2%

Bioassay records: PubChem, National Center for Advancing Translational Sciences (NCATS)
